Compound activity (PubChem BioAssay)
bIAP act – intestinal alkaline phosphatase (bovine) activation; purified bovine IAP, CDP-star luminescence, 30 min; stronger effect = higher value; fold of DMSO-control signal, blank-subtracted; activation factor at 20 µM; hit rate 0.17% among 200,000; AID 1016;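 active means activation factor of 2 or more at 20 µM, a signal rise over negative controls twice the positive control's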
APP 5'UTR act – activates APP 5'UTR luciferase reporter; AID 1276; activation, % at 2 µM; hit rate 1% among 190,000; SH-SY5Y APP 5'UTR luciferase reporter, luminescence; zero percent = DMSO vehicle wells;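 active means activation above a set limit, based on mean plus 3 SD of controls, cut at about 140% in these data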; further: values of inactives mirror those of a sister screen read the other way
PMI activator – activators of human phosphomannose isomerase. hit rate 0.005% among 190,000. purified human PMI, coupled resazurin fluorescence, 20 min; stronger effect = higher value; 1 = vehicle control, 0 substrate-free wells. AID 1214. P34949. activation factor at 20 µM;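 active means activation factor of 2 or more at 20 µM, relative to plate controls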
Target sequence (P34949 whole entry, looked up): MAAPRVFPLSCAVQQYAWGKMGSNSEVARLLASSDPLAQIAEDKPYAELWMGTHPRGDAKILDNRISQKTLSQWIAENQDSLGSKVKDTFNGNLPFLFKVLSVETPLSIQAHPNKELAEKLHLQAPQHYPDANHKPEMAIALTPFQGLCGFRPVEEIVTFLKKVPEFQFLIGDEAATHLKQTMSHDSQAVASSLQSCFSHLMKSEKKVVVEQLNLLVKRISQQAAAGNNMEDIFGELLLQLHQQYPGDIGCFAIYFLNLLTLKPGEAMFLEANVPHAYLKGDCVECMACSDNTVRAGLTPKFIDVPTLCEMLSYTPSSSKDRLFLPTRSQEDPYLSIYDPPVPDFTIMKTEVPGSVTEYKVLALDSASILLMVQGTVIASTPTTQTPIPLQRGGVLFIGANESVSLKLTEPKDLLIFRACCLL
TNAP inh no acc – inhibitors of human TNAP without phosphate acceptor; purified TNAP, CDP-star luminescence, 30 min; hit rate 0.26% among 200,000; P05186; inhibition, % at 20 µM;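 active means tissue-nonspecific alkaline phosphatase inhibition above about 50% at 20 µM in the single-dose screen, limit read from the data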;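 further: 0% = DMSO negative control and 100% = EDTA positive control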
TNAP act hi DEA – increases human TNAP activity under high phosphate acceptor concentration | P05186 | purified TNAP, CDP-star luminescence, 1 M DEA, 30 min; stronger effect = higher value; 0 = EDTA background, 1 = DMSO-only activity | activation factor at 20 µM | 200,000 tested, under 10 active;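 active means activation factor at least 2 at 20 µM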
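Test system – human TNAP · Doses – 20 µM single point · Incubation – 30 min, room temperature · Signal – luminescent substrate turnover signal · Read-out basis – activation factor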
FLuc act counter – firefly luciferase counter-screen for stimulation assays; AID 1027; ATPlite luciferase biochemical, luminescence, 10 min; 0 = ATP-free wells, 1 = DMSO control; 200,000 tested, under 10 active; activation factor at 10 µM; P08659;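 active means luciferase activation factor, scaled between plate controls, of at least 2 with compound at 10 µM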
Target sequence (P08659 whole entry, looked up): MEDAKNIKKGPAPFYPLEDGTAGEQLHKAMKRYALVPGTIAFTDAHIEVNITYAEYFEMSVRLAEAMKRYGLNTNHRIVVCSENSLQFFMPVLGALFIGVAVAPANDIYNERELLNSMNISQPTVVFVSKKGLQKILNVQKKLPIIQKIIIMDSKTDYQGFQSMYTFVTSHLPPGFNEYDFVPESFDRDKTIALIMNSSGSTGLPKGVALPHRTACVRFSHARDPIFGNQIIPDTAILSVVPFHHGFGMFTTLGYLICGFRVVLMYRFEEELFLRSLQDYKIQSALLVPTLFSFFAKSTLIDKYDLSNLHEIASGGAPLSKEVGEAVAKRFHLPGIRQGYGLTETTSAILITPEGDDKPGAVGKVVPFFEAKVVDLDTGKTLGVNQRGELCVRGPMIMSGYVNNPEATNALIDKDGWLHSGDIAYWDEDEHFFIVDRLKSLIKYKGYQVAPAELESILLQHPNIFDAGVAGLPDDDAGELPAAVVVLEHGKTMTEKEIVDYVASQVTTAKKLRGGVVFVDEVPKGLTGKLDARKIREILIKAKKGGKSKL
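Material: Luciferase/luciferin reagent mix; Doses: test compounds dosed from 2 mM stocks in 100% DMSO; Schedule: 10 min incubation after luciferase reagent addition, room temperature; Measured by: luminescence from luciferase reaction; Read-out: luminescence gain marking luciferase activators.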
NF-kB expr up – NF-kB expression increase, human neuronal cells. AID 1239. fold change at 12.5 µM. hit rate 1.6% among 190,000. NF-kB reporter expression; stronger effect = higher value; in the data active means fold change above about 3.3
PMI act hi M6P – activators of human phosphomannose isomerase at near-saturating mannose 6-phosphate | P34949 | coupled PMI enzyme assay, resazurin fluorescence, 20 min; stronger effect = higher value; 1 = untreated enzyme, 0 = substrate-free blank | activation factor at 20 µM | hit rate 0.34% among 190,000;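 active means activation factor of 2 or more at 20 µM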
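Technique: Diaphorase-driven resazurin-to-resorufin fluorescence, excitation 544, emission 590 nm | Assay system: Human PMI in coupled enzyme assay | Times: Enzyme reaction with compound 20 min at room temperature | Medium: HEPES-buffered pH 7.4 with magnesium and detergent | Reagent: Mannose-6-phosphate 1.0 mM (near-saturating) plus 0.22 mM NADP+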
TNAP inh hi DEA – inhibitors of human TNAP at high phosphate acceptor concentration | P05186 | purified TNAP, CDP-star luminescence, 1 M DEA | inhibition, % at 20 µM | hit rate 0.03% among 200,000 | AID 1135;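 active means over 50% inhibition of tissue-nonspecific alkaline phosphatase at 20 µM in the single-dose screen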;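 further: plate controls were DMSO wells for no effect and EDTA-quenched wells as full inhibition for full effect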
FLuc inhib CS – inhibits firefly luciferase, flagging false hits in luciferase inhibition screens. P08659. ATPLite firefly luciferase biochemical luminescence, 10 min. inhibition, % at 10 µM. hit rate 1.5% among 200,000;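 active means inhibition above about 50% when tested at 10 µM, limit read from the data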
An asterisk follows results filed as active; x = no result given.

SMILES	bIAP act	APP 5'UTR act	PMI activator	TNAP inh no acc	TNAP act hi DEA	FLuc act counter	NF-kB expr up	PMI act hi M6P	TNAP inh hi DEA	FLuc inhib CS
CC(C)CN1C2CCCC1CC(NC(=S)NCc1ccco1)C2 (stereo not given)	0.8	-3	0.8	-15	1	1	1	0.9	-3	-4
COc1ccc(C(=O)O)cc1NC(=S)NC(=O)c1ccc(-c2ccc(Cl)cc2)o1	1	10	1	8	1	1	0.86	1	2	-1
CCn1c(SCC(=O)NC2CCCCC2)nnc1-c1cccs1	0.9	-14	0.9	-9	1	1	1	0.9	-3	-4
COc1ccc(C2C(C#N)=C(N)OC3=C2C(=O)CC(C)C3)c(OC)c1OC (stereo not given)	0.9	4	1	-12	1.1	1	1.1	0.9	-6	-4
COCC(=O)Nc1ccc(Br)c(C)c1	0.9	12	1.1	-15	1.1	1.1	1.1	1.1	-8	-7
CCCS(=O)(=O)N1CCC(C(=O)N2CCN(C(=O)OCC)CC2)CC1	0.9	3	1	-19	1.1	1.1	1.1	0.9	-5	-8
Cc1c(-n2c(SCC(=O)O)nnc2-c2ccccc2Cl)c(=O)n(-c2ccccc2)n1C	0.9	8	1.5	-8	1.1	1.1	0.91	1.6	-7	-6
O=C(COC(=O)c1ccc(S(=O)(=O)N2CCCC2)cc1)NCc1ccc(F)cc1	1	4	1	-6	1	1.1	1	1	0	-6
CN1CCN(C(=O)c2ccccc2NC(=O)Cc2ccccc2)CC1	0.8	10	1.1	-4	1	1	1.1	0.9	-2	-2
COc1ccccc1-c1nc(-c2ccncc2)no1	1	106	1.1	2	1	0.8	2.3	0.9	0	18
Cc1ccc(NC(=O)CN2C(=O)C3C4C=CC(C4)C3C2=O)cc1S(=O)(=O)N(C)C (stereo not given)	1.1	-55	0.9	-11	1	1.1	1.1	1	-1	-8
CC(C)Oc1ccc(N2CC(C(=O)OCC(=O)NCc3ccccc3)CC2=O)cc1 (stereo not given)	1	-6	0.9	-9	1	1	1.1	1	-4	-4
COc1ccc(C(=O)C2CCCN(Cc3cn[nH]c3-c3ccc(F)cc3)C2)cc1OC (stereo not given)	1.2	-10	x	7	1	1	0.97	x	2	-3
CC1=CC(C)(C)N(C(=O)CSc2nnc(N)s2)c2ccccc21	1.1	-11	0.9	-9	1	1	1.2	0.9	3	-2
Cc1cccc(/C(N)=N/OC(=O)COc2ccc(Cl)c(C)c2)c1	0.9	-11	1.1	-4	1.1	1	1.1	1.1	-7	-3
COc1ccc(S(=O)(=O)N(C)CC(=O)Nc2ccc3c(c2)OCO3)cc1OC	1	7	0.9	-7	1	1	1.1	0.9	1	-1
CCOc1ncccc1C(=O)OCC(=O)c1cc(C)n(Cc2ccco2)c1C	1	164*	0.9	-9	1.1	0.3	4.6*	0.9	-8	67*
S=C(NCc1cccs1)Nc1cccc2ccccc12	0.9	-14	0.9	-13	1.1	1.1	0.98	0.8	-6	-6
CN1C(=O)C2(C(C#N)=C(N)Oc3c2oc(CO)cc3=O)c2ccccc21 (stereo not given)	0.9	-4	1	-9	1	1.1	0.91	0.9	2	-7
OCC1CCCN(C(=S)NCCc2ccccc2)C1 (stereo not given)	1	60	1	-6	1.1	1	2	1.1	-8	-2
O=S(=O)(NC1CCCC1)c1ccc(S(=O)(=O)N2CCc3ccccc32)cc1	0.9	27	1	-8	1.1	1.1	0.78	1	-6	-6
CC(C)c1ccc2oc(-c3cc(N)ccc3O)nc2c1	0.9	158*	1.2	8	1	0.1	2.4	1.1	2	93*
CCc1cc(/C(Cc2ccccn2)=N\O)c(O)cc1O	0.9	14	0.9	-13	1	1	1.3	1	-5	-4
O=C(c1cc(-c2cccs2)on1)N1CCN(c2ccc(F)cc2)CC1	0.9	-1	0.8	-7	1.1	1	3.4*	0.8	-6	-4
Clc1ccc(-c2cn3c(n2)SCC3)cc1	1.1	153*	1.1	-13	1	0.8	4.8*	1.1	-2	24

As a short view, some entries already given:
SMILES	bIAP act	APP 5'UTR act	PMI activator	TNAP inh no acc	TNAP act hi DEA	FLuc act counter	NF-kB expr up	PMI act hi M6P	TNAP inh hi DEA	FLuc inhib CS
O=S(=O)(NC1CCCC1)c1ccc(S(=O)(=O)N2CCc3ccccc32)cc1	0.9	27	1	-8	1.1	1.1	0.78	1	-6	-6
CC(C)c1ccc2oc(-c3cc(N)ccc3O)nc2c1	0.9	158*	1.2	8	1	0.1	2.4	1.1	2	93*
CCc1cc(/C(Cc2ccccn2)=N\O)c(O)cc1O	0.9	14	0.9	-13	1	1	1.3	1	-5	-4
O=C(c1cc(-c2cccs2)on1)N1CCN(c2ccc(F)cc2)CC1	0.9	-1	0.8	-7	1.1	1	3.4*	0.8	-6	-4
Clc1ccc(-c2cn3c(n2)SCC3)cc1	1.1	153*	1.1	-13	1	0.8	4.8*	1.1	-2	24

Next entries
SMILES	bIAP act	APP 5'UTR act	PMI activator	TNAP inh no acc	TNAP act hi DEA	FLuc act counter	NF-kB expr up	PMI act hi M6P	TNAP inh hi DEA	FLuc inhib CS
CC(C)N(Cc1cnn(C)c1)Cc1nc(-c2ccc(Cl)cc2)no1	1	-9	0.9	-11	1.1	1.1	1.2	0.9	-9	-5
Cc1cc(NC(=O)CCC(=O)N(c2ccc(F)cc2)C(C(=O)NC2CCCC2)c2ccc(C)o2)no1 (stereo not given)	0.9	-1	1	-13	1.1	1	1	1	-8	-3
COc1cccc(NC2=NCC(=O)N2Cc2cccs2)c1	0.9	-6	1.1	-19	1.1	1	1.4	1.1	-6	-3
CCN(CC)S(=O)(=O)C1CCS(=O)(=O)C1 (stereo not given)	1	-7	1	-10	1	1	1.1	1.1	-4	-4
O=S(=O)(NCCSc1ccccc1)c1cccs1	0.7	18	0.9	-16	1.1	1.1	1.1	0.9	-8	-9
Nc1ccc(Cc2ccc(N)c(O)c2)cc1O	0.9	-3	0.9	57*	0.8	1	0.73	0.5	21	3
Cc1nc2cc(NS(=O)(=O)c3cccc(F)c3)ccc2s1	1.1	11	1	-7	1	1	2.4	1	-2	-4
COc1ccc(-n2c(SCC(=O)N3CCOCC3)nc(O)c(Cc3ccccc3)c2=O)cc1	1	13	0.9	-4	0.9	1	1.4	0.9	11	-1
CCOC(=O)NC(=O)/C(C#N)=C\c1ccccc1	0.9	-16	0.5	-9	1	1.1	1.1	0.8	-2	-11
Cc1nc(C(=O)N(C)C)nn1-c1ccc([N+](=O)[O-])cc1	1.1	-18	0.9	-6	1	1	1.1	0.9	-2	-3
Cc1cc(C)c(S(C)(=O)=O)c(NN)n1	1.2	2	1.1	8	1	1	1	1	1	2
CC(=O)NC(c1cccs1)c1cc([N+](=O)[O-])c2cccnc2c1O (stereo not given)	1	-10	0.9	25	0.8	1.1	0.61	0.6	21	-7
N#Cc1cn(CC(=O)NCc2cccnc2)c2ccccc12	0.9	25	1	-11	1	1.1	1.1	1	-2	-6
O=C(NC(=S)N(Cc1ccccc1)Cc1ccccc1)c1ccccc1F	0.8	11	0.9	-5	1	1.1	1.1	1	-3	-6
CCOC(=O)C1(CC2CCCCO2)CCN(C(=O)Nc2ccccc2SC)CC1 (stereo not given)	1.1	1	0.9	-5	1	1.1	1	1	-2	-6
O=C(NCCOc1ccccc1)c1ccccc1[N+](=O)[O-]	0.9	11	1	-10	1	1.1	1.4	1	-4	-5
Cc1ccc(C(=O)Nc2c(C)n(C)n(-c3ccccc3)c2=O)cc1S(=O)(=O)N1CCOCC1	1	12	1.1	3	1	1.1	x	1.1	-1	-5
CCc1ccc(N(CC(=O)NCc2ccc(F)cc2)C(=O)c2csnn2)cc1	0.9	-6	1	0	1	1	1.4	1	-1	-2
CCOC(=O)C(Cc1ccccc1)C(=O)Nc1ccc(N(CC)CC)cc1 (stereo not given)	0.9	1	0.8	-6	1	1	0.96	0.8	-1	-4
COc1ccc2nc(SCC(=O)NC(C)(C)C)[nH]c2c1	1.1	6	1	-5	1.1	1.1	1.3	1	-10	-9
O=C(NCCCn1ccnc1)c1cc(-c2ccccc2)on1	1	45	1	2	1.1	1	8.2*	1	-6	0
O=C(Nc1ccc(-c2nc3cccnc3s2)cc1)c1ccco1	0.9	216*	0.9	-5	1.1	0.5	3.9*	0.9	-7	49
COc1ccccc1-c1nnc2sc(C3CCCCC3)nn12	1	-9	1	-8	1.1	1.1	1.3	1	-8	-6
O=C(COc1ccccc1)Nc1ncc2c(n1)CCCC2=O	0.9	-15	1	-8	1	1.1	1.2	1	0	-6
COc1ccc(-n2nnc3c(SCC(=O)NCc4ccco4)ncnc32)cc1	0.9	0	0.9	-10	1	0.8	1.3	1	0	20

Grouped by structure, the compounds so far containing a cyano group.
SMILES	bIAP act	APP 5'UTR act	PMI activator	TNAP inh no acc	TNAP act hi DEA	FLuc act counter	NF-kB expr up	PMI act hi M6P	TNAP inh hi DEA	FLuc inhib CS
COc1ccc(C2C(C#N)=C(N)OC3=C2C(=O)CC(C)C3)c(OC)c1OC (stereo not given)	0.9	4	1	-12	1.1	1	1.1	0.9	-6	-4
CN1C(=O)C2(C(C#N)=C(N)Oc3c2oc(CO)cc3=O)c2ccccc21 (stereo not given)	0.9	-4	1	-9	1	1.1	0.91	0.9	2	-7
CCOC(=O)NC(=O)/C(C#N)=C\c1ccccc1	0.9	-16	0.5	-9	1	1.1	1.1	0.8	-2	-11
N#Cc1cn(CC(=O)NCc2cccnc2)c2ccccc12	0.9	25	1	-11	1	1.1	1.1	1	-2	-6

(more compounds)
SMILES	bIAP act	APP 5'UTR act	PMI activator	TNAP inh no acc	TNAP act hi DEA	FLuc act counter	NF-kB expr up	PMI act hi M6P	TNAP inh hi DEA	FLuc inhib CS
CCOc1ccccc1N(CC(=O)NCCOC)C(=O)CCC(=O)Nc1ccccn1	1	29	1	-10	1	1	1.1	1	-5	-4
CC1=CC(C)(C)N2C(=O)C3(SCC(=O)N3c3ccc(F)cc3)c3cc(C)cc1c32 (stereo not given)	1	-5	0.8	-13	1.1	1.1	1.7	0.9	-11	-6
O=C1C2C3c4ccccc4C(c4ccccc43)C2C(=O)N1Cc1ccco1 (stereo not given)	1	x	1.1	-14	1.1	1	x	1	-6	0
COc1ccc(CCN2C(=O)C3C4C=CC(C5CC45)C3C2=O)cc1OC (stereo not given)	1	-8	1	-5	1.1	1	1.1	1.1	-8	1
CCCCn1c(=O)[nH]c(=O)c2c1nc(-c1ccc(-c3ccccc3Br)o1)n2CC	0.9	-11	1	-2	1	1.1	1.2	1	-2	-6
O=C(CCCCn1c(=O)[nH]c2ccsc2c1=O)NCC1CCCO1 (stereo not given)	0.9	9	1	-10	1.1	1.1	0.96	1	-6	-9
COc1ccc(NC(=O)CSc2nnc(-c3cccs3)n2C)cc1OC	1	2	1	-3	1	0.9	0.99	1.1	5	7
COC(=O)c1cc(=O)n(C2CC2)c(=NC2CC2)s1	1	14	1	-12	1	1.1	1.1	1	-4	-8
O=C(Nc1cccnc1Cl)c1cccc(F)c1	1	53	1	-12	1	1	1.2	1	-5	-4
CN(C)c1ccc(C2NCCS2)cc1 (stereo not given)	1	-18	1	-7	1.1	1	1.5	1	-6	-3
